Compound activity deposited in PubChem BioAssay by National Center for Advancing Translational Sciences (NCATS).
MCF10A rerep = inducers of DNA re-replication in MCF 10A breast cells; MCF 10A DNA re-replication, Hoechst nuclear intensity, 48 h; Potency, µM (doses to about 46.1 µM), without a hit: at the top dose activity, positive = re-replication, most hits filed as activators; 2.9% of 350,000 active; further: potency means the concentration at half of the fitted maximal effect; % of control where 0% means no effect; nearly all actives have a fitted effect of over 50% in size
ATXN2 expr inh = inhibitors of ATXN2 expression; Potency, µM (highest dose often 57 µM), inactives show top-dose activity change, negative = inhibition, actives largely listed as inhibitors; 0.72% of 360,000 active; HEK-293 ATXN2-luciferase reporter, luminescence, 24 h; further: potency means the concentration at half of the fitted maximal effect; on the % scale 0 is the no-effect control and ±100 the full control effect; nearly all actives have a fitted effect of over 55% in size
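ATXN2-luciferase reporter cells (luciferase flanked by upstream and downstream ATXN2 gene portions) were treated 24 h at 37 °C with compounds at up to 57 uM. SteadyGlo luminescence gave expression; GF-AFC fluorescence gave viability.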
SW480 rereplic = DNA re-replication induction in SW480 cells; SW480 DNA re-replication, Hoechst DNA content imaging, 48 h; Potency, µM (top dose mostly 46.1 µM), for inactives: top-dose re-replication activation, hits mostly activators; 1.8% of 340,000 active; AID 624297; further: potency means the concentration at half of the fitted maximal effect; % of control where 0% means no effect; nearly all actives have a fitted effect of over 55% in size
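Image-based DNA-content assay: after two days of treatment, nuclei were labelled with the DNA dye Hoechst and imaged, and hits were compounds raising the count of nuclei showing high fluorescence intensity.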
KB-V1 cytotox = KB-V1 MDR subline cytotoxicity | KB-V1 MDR cells viability, CellTiter-Glo, 72 h | Potency, µM (titrated, usually from 46.1 µM), inactives show top-dose activity change, negative = cytotoxicity, most hits filed as cytotoxic | 3.4% of 400,000 active; further: potency means the concentration at half of the fitted maximal effect; on the % scale 0 is the no-effect control and ±100 the full control effect; nearly all actives have a fitted effect of over 60% in size
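Readout: CellTiter-Glo luminescence, 10 min after addition. Cells: KB-V1 MDR subline, 72 h at 37 degrees C with compound. Analysis: corrected, normalized data fitted to concentration-effect curves.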
KB-3-1 cytotox = kills parental KB-3-1 adenocarcinoma cells | 1.4% of 400,000 active | Potency, µM (top dose mostly 46.1 µM), without a hit: at the highest dose activity change, negative = cytotoxic, hits mostly cytotoxic | KB-3-1 viability, CellTiter-Glo ATP luminescence, 72 h | AID 1347075; further: potency means the concentration at half of the fitted maximal effect; on the % scale 0 is the no-effect control and ±100 the full control effect; nearly all actives have a fitted effect of over 60% in size
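Parental KB-3-1 adenocarcinoma cells in phenol-red-free DMEM with 10% FBS were pin-treated with compounds at several concentrations, incubated 72 h at 37 °C, and viability read by CellTiter-Glo luminescence; concentration-effect curves were fitted after normalization.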
HT1080NT lethal = kills 2HG-producing HT-1080-NT fibrosarcoma cells | HT-1080-NT fibrosarcoma viability, CellTiter-Glo ATP luminescence, 48 h | Potency, µM (top dose mostly 46.1 µM), without a hit: at the top dose activity, negative = less viability, most hits filed as cytotoxic | 1.6% of 360,000 active;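 further: NT is the 2HG producing partner of a matched IDH1 knockdown line; potency means the concentration at half of the fitted maximal effect; 0% = DMSO-treated cells and -100% = media-only wells without cells; nearly all actives have a fitted effect of over 55% in size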
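Compounds were tested in concentration-response format on HT-1080-NT cells for 48 hours at 37 degrees C. Cell viability came from CellTiter-Glo luminescence; curves were classified by r2, response magnitude and activity.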
WRN helicase inh = WRN helicase (human) inhibition | Q14191 | WRN helicase unwinding, fluorescent forked duplex, kinetic | Potency, µM (titrated, usually from 114 µM), for inactives: at the top dose activity change, negative = inhibition, actives largely listed as inhibitors | 0.46% of 360,000 active | AID 651768; further: potency means the concentration at half of the fitted maximal effect; on the % scale 0 is the no-effect control and ±100 the full control effect; nearly all actives have a fitted effect of over 55% in size
Target sequence (Q14191 whole entry, looked up): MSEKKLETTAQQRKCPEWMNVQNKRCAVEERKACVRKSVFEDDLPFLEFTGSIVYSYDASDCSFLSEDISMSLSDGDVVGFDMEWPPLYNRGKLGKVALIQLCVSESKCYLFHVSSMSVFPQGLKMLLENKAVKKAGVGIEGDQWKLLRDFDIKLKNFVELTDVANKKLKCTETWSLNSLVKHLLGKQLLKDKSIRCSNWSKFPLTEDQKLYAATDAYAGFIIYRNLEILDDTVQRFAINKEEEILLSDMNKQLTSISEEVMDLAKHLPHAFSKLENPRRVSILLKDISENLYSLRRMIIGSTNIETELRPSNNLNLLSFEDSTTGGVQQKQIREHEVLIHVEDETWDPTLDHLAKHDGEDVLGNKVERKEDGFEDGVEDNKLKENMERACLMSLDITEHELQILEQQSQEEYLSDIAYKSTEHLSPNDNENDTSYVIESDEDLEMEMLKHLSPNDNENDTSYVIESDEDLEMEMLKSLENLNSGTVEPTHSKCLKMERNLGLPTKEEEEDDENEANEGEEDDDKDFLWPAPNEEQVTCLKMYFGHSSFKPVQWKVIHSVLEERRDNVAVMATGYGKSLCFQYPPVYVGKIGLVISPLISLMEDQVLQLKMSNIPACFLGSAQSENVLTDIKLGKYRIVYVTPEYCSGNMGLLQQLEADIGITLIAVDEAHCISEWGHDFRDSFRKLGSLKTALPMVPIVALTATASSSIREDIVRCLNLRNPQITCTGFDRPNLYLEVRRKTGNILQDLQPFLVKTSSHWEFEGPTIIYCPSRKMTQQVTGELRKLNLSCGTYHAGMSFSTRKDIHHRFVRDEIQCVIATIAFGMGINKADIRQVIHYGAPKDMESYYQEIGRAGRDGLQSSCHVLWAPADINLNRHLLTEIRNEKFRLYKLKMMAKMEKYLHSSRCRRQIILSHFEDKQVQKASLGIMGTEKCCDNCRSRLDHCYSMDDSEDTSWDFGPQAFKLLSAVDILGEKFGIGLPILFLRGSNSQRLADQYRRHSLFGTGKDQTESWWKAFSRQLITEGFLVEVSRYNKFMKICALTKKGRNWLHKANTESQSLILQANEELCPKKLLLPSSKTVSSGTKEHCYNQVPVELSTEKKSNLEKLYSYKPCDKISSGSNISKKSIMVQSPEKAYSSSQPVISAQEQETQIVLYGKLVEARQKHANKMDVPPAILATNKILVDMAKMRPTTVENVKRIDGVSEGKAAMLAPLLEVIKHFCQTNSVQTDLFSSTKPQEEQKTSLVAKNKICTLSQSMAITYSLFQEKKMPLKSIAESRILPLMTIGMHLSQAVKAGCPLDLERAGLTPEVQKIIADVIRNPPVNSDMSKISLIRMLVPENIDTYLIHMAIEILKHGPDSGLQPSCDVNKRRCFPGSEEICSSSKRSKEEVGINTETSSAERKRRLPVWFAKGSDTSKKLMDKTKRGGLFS
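Screening of the MLSMR collection measured strand separation of a quenched forked DNA duplex (100 nM) by 20 nM WRN with 2 mM ATP, all final. Compounds were preincubated with enzyme 15 min at room temperature.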
HT1080 IDH1KD tx = kills HT-1080 cells with IDH1 knockdown. 2% of 360,000 active. HT-1080 IDH1 knockdown viability, ATP luminescence, 48 h. Potency, µM (highest dose often 46.1 µM), without a hit: at the highest dose activity, negative = toxicity, usual class: cytotoxic;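 further: potency means the concentration at half of the fitted maximal effect; 0% = DMSO wells and -100% = cell-free medium wells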
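% activity derives from luminescence (CellTiter-Glo), normalised to DMSO and no-cell wells. HT-1080-IDH1KD cells, 750/well, had 48 h compound exposure at 37 °C.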
IL1B secr inh = inflammasome signaling inhibition, IL-1 beta readout; THP-1 LPS/ATP IL-1B secretion, AlphaLISA, 16 h; hits give low values; activity change, % at 57.5 µM; 4.7% of 360,000 active; in the data active means activity change below about -50%; inconclusive means mostly about -30% to -49%; further: on the % scale 0 is the no-effect control and ±100 the full control effect
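THP-1 cells pretreated 1 hr with compounds (up to 57.5 uM final), then stimulated with LPS (250 ng/mL final) plus ATP (1.25 mM final); secreted IL-1B measured by AlphaLISA after 16 hr, decreased signal indicating inhibition.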
* = called active by the depositor; ? = inconclusive; nt = no result given; & = joins results of further samples; [ ] = dose if it differs, or a comment. Unless noted, the call rests on the fitted dose curve; in most records, active means well fitted curve in the direction sought with a large enough effect; inconclusive means small, poorly fitted or top-dose-only effect, or another doubt; inactive means no such curve, though single readings can be large; an effect the other way counts as inactive or inconclusive. Not a hit list, and some 12% of all compounds hit somewhere here.

SMILES	MCF10A rerep	ATXN2 expr inh	SW480 rereplic	KB-V1 cytotox	KB-3-1 cytotox	HT1080NT lethal	WRN helicase inh	HT1080 IDH1KD tx	IL1B secr inh
CC(C)N=c1scc(-c2cccs2)n1/N=C/c1ccc(O)c(O)c1O	?	?	?	8.3%	?	?	?	16.4µM*	-82.9*
C[C@H]1CN([C@@H](C)CO)C(=O)c2cc(Br)cnc2O[C@H]1CN(C)C(=O)C1CCC1	nt	-8.3%	nt	-16.3%	-10.5%	-3.3%	-3.9%	-6.7%	-28.9
CN(c1ccc(C(=O)Nc2nccs2)cc1)S(=O)(=O)c1ccccc1	-3.0%	14.4%	-13.9%	?	-18.2%	-4.3%	-15.2%	-8.6%	-20.8
COc1ccc(-c2csc(N=C(N)N)n2)cc1	2.5%	29.5%	-0.4%	-11.3%	3.8%	-21.0%	-7.7%	-26.4%	?
Cc1c(Nc2cc(N3CCCCCC3)c3nonc3c2[N+](=O)[O-])c(=O)n(-c2ccccc2)n1C	9.1%	-8.9%	-3.2%	3.3%	2.3%	6.0%	-3.1%	0.9%	14.4
Cc1ccc(/C=[N+](\[O-])c2ccc(N(C)C)cc2)c2nsnc12	11.2µM*	?	?	-25.9%	-27.5%	20.6µM*	-5.0%[11.6 µM]	-1.3%	-99.5*
Nc1n[nH]c(-c2ccccc2)n1	-0.9%	2.0%	-22.5%	2.3%	5.8%	26.8%	-8.6%	?	1.0
CC1(c2ccccc2)NC(=O)N(CC(=O)N(CC(=O)Nc2ccccc2C(F)(F)F)Cc2ccco2)C1=O (centres undefined)	0.8%	-1.2%	-5.7%	-8.0%	0.0%	4.3%	0.5%	3.0%	-6.3
Cc1cccc(OCC(O)Cn2c(N3CCCCC3)nc3c2c(=O)[nH]c(=O)n3C)c1 (centres undefined)	3.9%	-5.0%	10.2%	?	0.7%	1.9%	-0.1%	4.5%	51.7
O=C1CC(N2CCOCC2)C(=O)N1c1cc(Cl)cc(Cl)c1 (centres undefined)	0.7%	1.3%	0.7%	7.8%	5.7%	10.4%	-2.8%	1.0%	-3.3
O=C1Nc2ccc3sc4ccccc4c3c2C1=O	-2.8%	-26.0%	-10.6%	-13.0%	0.6%	0.5%	?	-2.0%	-12.2
Cc1cc(C)cc(SCc2noc(C(=O)NCC3CC3)c2C(=O)NCC2CC2)c1	?	-25.5%	0.7%	-2.4%	4.1%	6.9%	-9.3%	-8.3%	?
O=C1CS/C(=N/N=C/c2cccs2)N1Cc1ccc(F)cc1	15.4%	-25.9%	-16.1%	-31.5%	?	-13.0%	-2.7%	-15.2%	24.5
O=C(c1cnn2c(C(F)(F)F)cc(-c3ccco3)nc12)N1CCCc2ccccc21	5.7%	-7.8%	-4.9%	-20.7%	-3.9%	-0.9%	0.6%[57.1 µM]	-0.3%	5.3
Cc1cccc(C)c1NC(=O)CSc1nc(C2CC2)nc2ccccc12	-1.6%	4.9%	-1.8%	-28.3%	0.0%	-1.8%	2.4%	2.9%	-19.1
Cc1ccc(NCC(=O)N/N=C/c2cccc(Br)c2)cc1	6.2%	-21.7%	-6.2%	5.4%	2.0%	0.0%	-5.9%	-1.4%	?
COc1ccc(C(=O)N2CCN(Cc3ccccc3C)CC2)cc1OC	6.3%	-18.4%	0.4%	-9.0%	5.3%	7.4%	3.2%	-0.6%	68.8
CC(=O)c1cccc(NC(=O)CN2C=NS(=O)(=O)c3ccc(C)cc32)c1	-0.3%	12.6%&14.5%	15.2%	23.2%&0.0%	4.6%&11.2%	8.5%	-3.4%	12.2%	23.1
CC(=O)NC(C)c1cc(Cl)c2cccnc2c1O (centres undefined)	3.26µM*	7.94µM*	?	0.0%	-7.4%	nt	nt	nt	nt
Cn1c(=O)c2c(O)c(C=Nc3ccc(F)cc3)c(=O)n(C)c2n(C)c1=O	7.5%	10.3%	0.1%	21.0%	6.0%	15.8%	16.2%	17.9%	11.3
CCOC(=O)CSc1n[nH]c(-c2cccnc2)n1	-1.3%	2.0%	-8.1%	?	-20.7%	10.7%	-22.1%	9.7%	-81.2*
CC1CCN(C(=O)CSCC(=O)O)CC1	19.2%	8.2%	-5.5%	-0.6%	12.4%	8.3%	1.5%	12.2%	20.7
Cc1nn(C)c(Oc2cccc(Cl)c2)c1C(=O)O	-2.6%	-22.1%	-1.7%	3.3%	3.2%	12.2%	0.0%	7.4%	11.4
O=C(Nc1cccc(Cl)c1)C1=CC=CN2CCS(=O)(=O)N=C12	4.8%	1.3%	-7.2%	-0.9%	7.4%	7.1%	6.0%	0.0%	2.4
CSCC[C@H](NC(=O)[C@@H]1Cc2ccccc2CN1)C(=O)Nc1ccc2c(c1)OCCO2	-1.8%	16.4%	8.1%	0.0%	11.6%	-0.1%	-10.9%	5.3%	1.9

(next part)
SMILES	MCF10A rerep	ATXN2 expr inh	SW480 rereplic	KB-V1 cytotox	KB-3-1 cytotox	HT1080NT lethal	WRN helicase inh	HT1080 IDH1KD tx	IL1B secr inh
Cc1ccc(SCC(=O)NCCSC(C)(C)C)cc1	-13.1%	59.6%[activator]	-0.2%	-16.4%	-0.2%	10.9%	0.3%	10.0%	11.9
CC(C)c1ccc(NC2CCCN(C(=O)c3cc(C(C)C)[nH]n3)C2)cc1 (centres undefined)	15.2%	-14.4%	4.2%	1.3%	-0.3%	-20.5%	5.5%	-18.1%	-8.2
COc1ccc(CCNC(=S)Nc2cccc(C)c2C)cc1	2.2%	1.9%	-7.7%	-16.0%	8.3%	2.2%	-12.5%	12.7%	18.0
c1ccc(CN2CCN(c3ncnc4nc[nH]c34)CC2)cc1	2.0%	-19.1%	-11.0%	-0.9%	-14.1%	-23.9%	-4.3%	?	-11.1
N#Cc1c(-c2ccco2)ccn(Cc2ccc(F)cc2)c1=O	?	nt	-124.8%[inhibitor]	?	0.7%	-1.2%	6.3%	-1.7%	-0.7
COc1ccc(NC(=O)c2cccnc2Nc2ccc(OC)cc2)cc1	10.7%	5.1%	-1.3%	-18.2%	-5.8%	-19.0%	-6.8%	-26.3%	-23.1
CCC(C)(C(=O)NC1CCCCC1)N(C(=O)c1cnccn1)c1c(C)n(C)n(-c2ccccc2)c1=O (centres undefined)	-1.0%	1.1%	0.2%	-8.4%	-1.0%	-0.7%	-1.5%	3.9%	10.1
Cc1cc(C)c2[nH]c(C(=O)N3CCC(n4nccc4NC(=O)C4CC4)CC3)c(C)c2c1	-3.1%	1.0%	11.3%	nt	nt	1.1%	-15.1%	-19.2%	4.0
O=C(OCC(=O)N1CCCCCC1)c1ccccc1Br	-0.1%	32.5%[activator]	2.4%	26.7%	6.0%	-1.7%[9.24 µM]	2.0%	11.7%	-8.6
O=C1C=C(c2ccc(-c3ccccc3)c(F)c2)C[C@@H](c2ccc(Cl)cc2)C1	13.5%	9.4%	0.4%	48.5%	3.9%	-1.8%	?	-1.9%	17.9
CCN(CC)S(=O)(=O)c1ccc(C(=O)N2CCN=C2SCc2cccnc2)cc1	0.5%	5.7%	-4.0%	?	15.3%	1.2%	-5.8%	-1.3%	-19.6
COc1ccc(S(=O)(=O)Nc2cccc3c2O[C@H](CN(C)C(=O)NC(C)C)[C@@H](C)CN([C@H](C)CO)C3=O)cc1	-7.8%	-5.6%	2.6%	-6.8%	0.5%	2.4%	-1.1%	-2.0%	0.0
CCOC(=O)c1ccc(NC(=O)Cn2nnc(-c3ccccc3C)n2)cc1	2.2%	4.3%	?	-10.3%	1.3%	-21.1%	-7.7%	-14.1%	-1.2
CC(C)(C)n1nnnc1CN1CCC(NC(=O)NC2CCCCC2)CC1	284.2%[0.0737 µM]	3.4%	-12.2%	0.0%	4.7%	-0.1%	5.8%	2.7%	14.1
CCOC(=O)c1[nH]c2cc3c(cc2c1NC(=O)CN1CCC(C)CC1)OCO3	8.4%	-2.7%	1.7%	?	-5.8%	-6.1%	1.5%	-7.0%	-22.4
O=C(NCCc1ccccc1)C1=CCN(S(=O)(=O)c2ccccc2)CC1	9.0%	18.1%	19.6%	-7.3%	-17.6%	-5.3%	-6.2%	-0.8%	25.3
COc1cc(O)c(C(CCN2CCCC2)c2cc(OC)c(OC)c(OC)c2)c(OC)c1 (centres undefined)	2.6%	5.4%	-6.3%	-4.6%	11.9%	-0.2%	-3.4%	0.9%	32.3
Cc1cc(=O)n2[nH]c(N)c(N=Nc3ccccc3F)c2n1	?	-5.2%	-3.7%	?	20.6µM*	?	-10.9%	?	9.8
CC(C)(C)NC(=O)CSc1ncccc1-c1nc2ccccc2[nH]1	8.3%	6.3%	-0.4%	?	5.5%	9.4%	1.3%	7.7%	-8.2
C[C@H](CO)N1C[C@H](C)[C@@H](CN(C)Cc2ccncc2)Oc2c(NC(=O)Cc3ccccc3)cccc2C1=O	1.0%	-12.7%	?	4.3%	16.4µM*	?	-5.5%	14.6µM*	17.5
Cc1nnsc1-c1nc2ccccc2n1C(CCc1ccccc1)c1nc2ccccc2[nH]1 (centres undefined)	nt	nt	nt	?	?	-2.4%	-7.6%	-29.5%	-25.6
Cc1n[nH]c(C)c1S(=O)(=O)N1CCN(C2CCCCC2)CC1	10.6%	-14.8%	-5.3%	0.0%	1.6%	12.6%	-9.8%	-0.2%	4.4
Cc1ccc(S(=O)(=O)Nn2c(C)ccc2C)cc1	2.4%	0.4%	-8.1%	-6.7%	18.1%	3.0%	-3.0%	4.3%[9.24 µM]	12.0
